Casp1 inh = allosteric or competitive inhibitors of human caspase-1. Caspase-1 enzyme, Ac-WEHD-AFC fluorogenic rate. 0.03% of 75,000 active. P29466. AID 900. Potency, µM (highest dose often 57.5 µM), for inactives: top-dose activity change, negative = inhibition, hits mostly inhibitors;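 further: potency means the concentration at half of the fitted maximal effect; plate controls were vehicle for no effect and no substrate for full effect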
Casp7 inh = allosteric or competitive inhibitors of human caspase-7. recombinant caspase-7, Ac-DEVD-AFC fluorescence rate. Potency, µM (doses to about 57.5 µM), for the others: at the highest dose activity change, negative = inhibition, hits mostly inhibitors. 0.02% of 75,000 active. AID 889; active means well fitted inhibition curve with a large enough effect in the main read-out, with a control signal flat, not every such curve was filed as active; inconclusive means small, poorly fitted or top-dose-only effect, or a change in a side signal; further: potency means the concentration at half of the fitted maximal effect; % of control where 0% means no effect
Tau fil binding = binders of human tau filaments | AID 596 | 2% of 71,000 active | recombinant tau filaments, thioflavin S fluorescence, 15 h; filaments grown with octadecylsulfate alongside compound | P10636 | Potency, µM (highest dose often 57.1 µM), inactives show at the top dose activity change, negative = inhibition;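 further: potency means the concentration at half of the fitted maximal effect; on the % scale 0 is the no-effect control and ±100 the full control effect; actives lower thioflavin S fluorescence by blocking filaments or displacing dye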
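Thioflavine S fluorescence (ex 450, em 510 nm) reports filaments formed from 1 uM human tau plus 30 uM ODS over 15 h at 37 C (10 mM HEPES pH 7.4, 100 mM NaCl, 5 mM DTT); compounds displacing dye or blocking filaments lower signal.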
ERK AVP block = vasopressin-driven ERK pathway inhibition | HEK293-V1b, vasopressin-stimulated pERK AlphaScreen | Potency, µM (top dose mostly 57.5 µM), for the others: top-dose activity, negative = inhibition, most hits filed as inhibitors | 0.99% of 72,000 active | AID 995; further: potency means the concentration at half of the fitted maximal effect; on the % scale 0 is the no-effect control and ±100 the full control effect; nearly all actives have a fitted effect of over 55% in size
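HEK293 cells stably expressing V1b receptor, preincubated 30 min at 37 °C with compound, then stimulated 5 min with 25 nM vasopressin. Phospho-ERK by AlphaScreen SureFire after 5 h RT; normalized to DMSO and vasopressin; AC50 by Hill fit.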
TexasRed autofl = compound fluoresces in the Texas Red spectral region. Compound fluorescence, Texas Red channel, 547/618 nm; hits give high values. max dye-equivalent concentration, M. 0.06% of 59,000 active; in the data active means max dye-equivalent concentration above about 10 nM; inconclusive means between about 1.1 nM and that limit
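Dye-equivalent concentrations come from scaling compound signal (ex 547, em 618 nm) to six Texas Red standard concentrations run on every plate, after 15 min room-temperature incubation in pH 8.0 Tris (100 mM).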
HADH2 inhib = blocks human hydroxyacyl-CoA dehydrogenase type II; Q99714; recombinant HADH2, NADH fluorescence, beta-hydroxybutyryl-CoA; Potency, µM (titrated, usually from 57.1 µM), for inactives: at the highest dose activity change, negative = inhibition, most hits filed as inhibitors; 3.4% of 73,000 active; AID 886; further: potency means the concentration at half of the fitted maximal effect; on the % scale 0 is the no-effect control and ±100 the full control effect; nearly all actives have a fitted effect of over 60% in size; many of its hits are not listed in these tables
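E. coli-expressed His-tagged HADH2 tested at 20 nM in alkaline Tris buffer (pH 9.0); oxidation of 90 uM beta-hydroxybutyryl-CoA with 1 mM NAD+ tracked fluorimetrically for 4 min.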
FLuc inh = blocks Photinus pyralis firefly luciferase activity; P08659; purified firefly luciferase, luminescence, 8 min; Potency, µM (top dose mostly 57.1 µM), without a hit: at the top dose activity change, negative = inhibition, actives largely listed as inhibitors; 2.2% of 72,000 active; further: potency means the concentration at half of the fitted maximal effect; on the % scale 0 is the no-effect control and ±100 the full control effect; nearly all actives have a fitted effect of over 40% in size
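Luminescence read-out after 8 min at room temperature; enzyme reaction used luciferin plus 10 uM ATP (linear range) in imidazole buffer pH 7.2 with KCl, MgCl2, Tween 20 and BSA. Each sample was run as a titration.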
HEK293 cAMP cs = parental HEK293 cAMP activation (counter-screen) | AID 938 | Potency, µM (highest dose often 57.1 µM), inactives show top-dose activation, hits mostly activators | 2.5% of 73,000 active | parental HEK293 CNG cAMP sensor, membrane potential fluorescence; further: potency means the concentration at half of the fitted maximal effect; % of control where 0% means no effect; nearly all actives have a fitted effect of over 55% in size
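Counterscreen for endogenous-receptor signalling: CNG-channel HEK 293 cells report cAMP rise by membrane depolarization. After 60 min dye equilibration with 100 uM RO 20-1724, compounds incubated 30 min before bottom-read fluorescence at 590 nm.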
Rhodamine fluor = compound autofluorescence in rhodamine spectral region. Rhodamine-region fluorescence, 547/598 nm, Tris buffer; hits give high values. max dye-equivalent concentration, M. 0.05% of 59,000 active; in the data active means max dye-equivalent concentration above about 11 nM; inconclusive means between about 1.1 nM and that limit
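Steps: pin-transfer compounds into pH 8.0 Tris (100 mM), hold 15 min at room temperature, image with a 547/598 nm filter pair, and convert intensities to rhodamine-equivalent concentration using a six-point on-plate rhodamine series.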
Fluorescein autfl = compound fluoresces in the fluorescein spectral region. Compound autofluorescence, 480/540 nm, fluorescein-equivalent; hits give high values. max fluorescein-equivalent concentration, M. 0.91% of 59,000 active. AID 593; in the data active means max fluorescein-equivalent concentration above about 10 nM; inconclusive means between about 1.1 nM and that limit
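In this qHTS profile, compound fluorescence was measured with a 480 nm/540 nm filter pair following a 15-min room-temperature incubation in 100 mM Tris (pH 8.0). A six-point fluorescein series on each plate served for normalization.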
USP2a inh = inhibitors of human ubiquitin-specific protease USP2a. O75604. USP2a enzymatic assay, qHTS inhibition. Potency, µM (series often up to 38.3 µM), inactives show top-dose activity change, negative = inhibition, usual class: inhibitors. 0.1% of 60,000 active;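 further: potency means the concentration at half of the fitted maximal effect; nearly all actives have a fitted effect of over 60% in size; plate controls were DMSO for no effect and NEM full inhibition control for full effect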
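20 nM USP2 core + cpd, 30 min RT; add 20 nM Ub-PLA2/20 uM NBD C6-HPC; read Ex460/Em535 at 0 h and 2.5 h. Normalized to NEM; qHTS curve fit/classification.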
Numbers without * were called inactive; i = inactive; ? = inconclusive; · = not tested or not shown; [ ] = dose if it differs, or a comment. Unless noted, the call rests on the fitted dose curve; in most records, active means well fitted curve in the direction sought with a large enough effect; inconclusive means small, poorly fitted or top-dose-only effect, or another doubt; inactive means no such curve, though single readings can be large; an effect the other way counts as inactive or inconclusive. Only part of the results is shown; the hit share may differ from the screen's.

Molecule,Casp1 inh,Casp7 inh,Tau fil binding,ERK AVP block,TexasRed autofl,HADH2 inhib,FLuc inh,HEK293 cAMP cs,Rhodamine fluor,Fluorescein autfl,USP2a inh
Cc1cccc(N2CCN(C(=O)CCn3c(=O)[nH]c4ccccc4c3=O)CC2)c1C,-2%,0%,192%,5%,i,-1%,1%,0%,i,i,36%[activator]
CN(c1ccc(OCc2nnc(-c3ccccc3)o2)cc1)S(=O)(=O)c1ccccc1,-2%,-3%,18%,23%,i,-7%,1%,16µM*,i,?,10%
CCOc1cc(C2NC(=O)NC(O)(C(F)(F)F)C2C(=O)c2ccc(Cl)cc2)ccc1O (configuration not stated),-2%,1%,-14%[11.4 µM],?,·,0%[11.4 µM],0%,1%[11.4 µM],·,·,10%[7.66 µM]
Cc1ccc(CNC(=O)C2(CC(C)C)C=CCN2C(=O)c2ccccc2)o1 (configuration not stated),-3%,-3%,-12%,-1%,·,13%,·,?,·,·,·
O=C(CSC1CCCCC1)Nc1nccs1,-1%,5%,1%,-5%,?,-4%,2%,20%,i,?,-6%
COCC(C)n1c(COc2ccccc2F)nnc1SCc1c(C)noc1C (configuration not stated),2%,3%,-5%,-23%,i,2%,2%,?,i,i,6%
CC1CC(N(C(=O)c2ccco2)c2ccccc2)c2ccccc2N1 (configuration not stated),-2%,-1%,0%,8%,i,-12%,0%,27%,i,i,15%
CCn1c(CC(C)C)n[nH]c1=S,3%,1%,1%,15%,i,-7%,3%,4%,i,i,-9%
COc1ccc(CN(C(=O)c2cccs2)c2nccs2)cc1OC,-1%,-2%,-6%,2%,i,2%,1%,?,i,i,5%
C[C@@H](CCC(=O)O)C(=O)O,-2%[11.5 µM],0%[11.5 µM],3%[11.4 µM],?,i,2%[11.4 µM],2%[11.4 µM],11%[11.4 µM],i,i,·
CC(C)CC(=O)Nc1cccc(-c2nc3ccccc3o2)c1,-2%,1%,124%,?,i,-1%,-2%,27%,i,i,14%
Oc1ccc(Cl)cc1-c1cc(-c2ccccc2)n[nH]1,-2%,-18%,6%,?,·,11%,-21%,-9%,·,·,·
Nc1[nH]c(=S)[nH]c(=O)c1N=Nc1c(Br)cc(S(N)(=O)=O)cc1Br,1%[11.5 µM],-2%[11.5 µM],-2%[11.4 µM],3%[11.5 µM],i,?,1%[11.4 µM],-5%[11.4 µM],i,i,·
CCN1C(=O)[C@H]2[C@H]3[C@H](O)[C@H](O)C/C(=N/OCc4ccccc4)[C@H]3CC[C@@H]2C1=O,-1%[11.5 µM],0%[11.5 µM],·,32%[activator][11.5 µM],·,-3%[11.4 µM],-1%[11.4 µM],18%[11.4 µM],·,·,·
Cc1nc(N2CCOCC2)[nH]c(=O)c1CCC(C)C,1%,0%,4%,-9%,i,21%,0%,22%,i,i,-1%
Cn1c(=O)c(C(=O)Nc2ncccc2O)c(O)c2ccccc21,-2%,-1%,-9%,-3%,i,10%,-2%,-21%,i,i,14%
COC(=O)c1cn(CC(=O)NCc2ccco2)c2ccccc12,-2%,0%,9%,-13%,i,?,1%,0%,i,i,3%
CCOC(=O)Nc1cc(C(=O)OCC)c(C)nc1C,0%,0%,1%,-2%,i,7%,0%,1%,i,i,4%
CC(=O)OC[C@@H]1O[C@@H](O/N=C2/C[C@@H](O)[C@@H](O)[C@@H]3[C@H]4C(=O)N(c5ccc(F)cc5F)C(=O)[C@@H]4CC[C@H]23)[C@H](OC(C)=O)[C@H](OC(C)=O)[C@@H]1OC(C)=O,-3%[11.5 µM],2%[11.5 µM],·,7%[11.5 µM],·,1%[11.4 µM],1%[11.4 µM],-7%[11.4 µM],·,·,·
COC(=O)c1c(-c2ccncc2)csc1NC(=O)c1ccoc1C,0%,-4%,29%,-29%,i,3%,?,15%,i,i,-7%
C=CCn1c(COc2ccccc2)nnc1SCC(=O)Nc1ccc2c(c1)OCCO2,-3%,-1%,11%,-16%,i,14%,-2%,3%,i,i,8%
CCn1nccc1C(=O)NC1=C(C#N)CCC1,0%,0%,2%,-1%,?,-2%,-1%,-4%,i,?,-6%
O=C(Nc1ccc(N2CCOCC2)cc1)Nc1ccc2nc(-c3ccco3)c(-c3ccco3)nc2c1,?,-23%,0.79µM*,-23%,i,25µM*,-2%,-29%,i,i,24%
O=S(=O)(c1cccc2cccnc12)N1CCOCC1,2%,1%,-13%,-9%,i,-5%,3%,-12%,i,i,4%
COc1ccc(Br)cc1-c1nc(C)c(C(C)=O)n1O,2%,-1%,-6%,?,i,0%,4%,1%,i,i,5%
O=C(NC(Cc1ccccc1)C(=O)NCc1ccccn1)c1ccco1 (configuration not stated),-7%,-2%,-2%,-16%,i,5%,0%,?,i,i,-4%
Cc1ccc(CCNC(=O)CCNS(=O)(=O)c2ccc3c(c2)c(=O)n(C)c(=O)n3C)cc1,3%,-2%,2%,-14%,?,-1%,2%,13%,i,i,9%
COc1ccc(-c2ccc(-c3noc(-c4ccccc4C)n3)c(OC)n2)cc1,-15%,-14%,46%,-3%,?,4%,0%,10%,i,1.2e-08M*,15%
CCCCn1c(Cl)nc2c1c(=O)n(C)c(=O)n2C,1%,0%,-11%,-1%,?,-5%,-1%,16%,i,i,·
O=C(CCCCn1c(=O)c2ccccc2n(Cc2ccc(Cl)cc2)c1=O)NCc1ccco1,-1%,-2%,i,-11%,?,-2%,1%,?,i,i,2%
COc1ccc(OC)c(C2C(C(=O)N(C)C)=C(C)Nc3nc4ccccc4n32)c1 (configuration not stated),-3%,-3%,4%,-6%,i,-9%,-2%,7%,i,i,12%
O=C1CCCc2c1[nH]c1ccc(Br)cc21,0%,-1%,34%,?,i,-1%,2%,0%,i,i,0%
CCOc1ccc(C(=O)N2CCN(C(=O)c3ccco3)CC2)cc1OCC,0%,1%,1%,-9%,i,5%,1%,1%,i,i,4%
COCCOCC(O)CN1CCN(c2ccccc2)CC1 (configuration not stated),2%,1%,-2%,-9%,i,10%,-1%,4%,i,i,-6%
Cc1cccc2c(=O)oc(-c3ccc4c(c3)C(=O)N(CC3CCCO3)C4=O)nc12 (configuration not stated),1%,1%,-8%,-4%,?,0%,1%,-1%,i,i,-6%
O=C1NCCN1C(=O)c1cccc(Cl)c1,-1%,3%,4%,2%,i,0%,2%,3%,i,i,-3%
Cc1c(CN(C)C(=O)CSc2nc(-c3ccco3)cc(C(F)(F)F)n2)cnn1C,-1%,-1%,0%,14%,i,-3%,-2%,9%,i,?,26%
O=C(O)c1ccc(NCc2ccc3c(c2)OCO3)cc1,3%,-2%,1%,4%,i,-4%,1%,2%,i,i,-7%
CCCSc1nnc(N2C(=O)CC(c3ccsc3)C3=C2CCCC3=O)s1 (configuration not stated),-2%,-4%,5%,-11%,·,-8%,4%,10%,·,·,·
COc1ccc(OC)c(C2C(C#N)=C(N)Oc3c2c(C)nn3-c2ccc(C)cc2)c1 (configuration not stated),-4%,0%,-23%,0%,i,16%,2%,15%,i,i,-13%
Cc1ccc(-n2c(C)cc(C(=O)CSc3nnnn3C)c2C)cc1,-3%,-2%,17%,-23%,i,-12%,?,?,i,i,7%
O=S(=O)(c1cccs1)N1CCN(c2ncccn2)CC1,-2%,-4%,0%,-26%,?,-4%,1%,8%,i,i,74%[activator]
CCN(CC)CCNC(=O)c1cc(Br)c(N)cc1OC,2%,0%,1%[25.6 µM],14%,i,6%[25.6 µM],-1%[25.5 µM],2%[25.6 µM],i,?,-1%
CCCCC(=O)c1c(O)c2ccccc2oc1=O,-1%,1%,1%,12%,i,-7%,1%,11%,i,i,-4%
O=c1c(-c2ccc3c(c2)OCCO3)coc2c(CN3CCOCC3)c(O)ccc12,-1%,-1%,3%,-17%,i,3%,-3%,3%,i,?,4%
Cc1ccc2[nH]c(=O)c(C(c3nnnn3CC3CCCO3)N3CCCc4ccccc43)cc2c1 (configuration not stated),-7%,-7%,18%,-20%,i,-21%,-9%,1%,i,?,22%

Reformatted with values under each structure: entries from further up.
Every second line gives: Casp1 inh | Casp7 inh | Tau fil binding | ERK AVP block | TexasRed autofl | HADH2 inhib | FLuc inh | HEK293 cAMP cs | Rhodamine fluor | Fluorescein autfl | USP2a inh
> CCOc1ccc(C(=O)N2CCN(C(=O)c3ccco3)CC2)cc1OCC
→ 0% | 1% | 1% | -9% | i | 5% | 1% | 1% | i | i | 4%
> CC(C)CC(=O)Nc1cccc(-c2nc3ccccc3o2)c1
→ -2% | 1% | 124% | ? | i | -1% | -2% | 27% | i | i | 14%

Screens from PubChem BioAssay.
